# MmCpn inh: blocks the Methanococcus maripaludis chaperonin Mm-Cpn. AID 504842. 330,000 tested, 0.031% active. purified Mm-Cpn ATPase, ADP Transcreener TR-FRET. Potency, µM (doses to about 76.9 µM), without a hit: at the highest dose activity, negative = inhibition, actives largely listed as inhibitors; further: potency means the concentration at half of the fitted maximal effect; on the % scale 0 is the no-effect control and ±100 the full control effect; nearly all actives have a fitted effect of over 80% in size
#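 Quantitative HTS used 25 nM Mm-CPN and 10 uM ATP in magnesium/KCl Tris buffer, pH 7.4, with 1 mM DTT. Hydrolysis ran 30 min at 37°C; ADP was read by HTRF.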
# WRN helicase inh: WRN helicase (human) inhibition; Potency, µM (top dose mostly 114 µM), without a hit: at the top dose activity change, negative = inhibition, hits mostly inhibitors; 360,000 tested, 0.46% active; WRN helicase unwinding, fluorescent forked duplex, kinetic; AID 651768; further: potency means the concentration at half of the fitted maximal effect; on the % scale 0 is the no-effect control and ±100 the full control effect; nearly all actives have a fitted effect of over 55% in size
#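 WRN at 20 nM final was preincubated with compound for 15 min at room temperature; reaction started with 100 nM forked duplex oligonucleotide carrying fluorophore and quencher plus 2 mM ATP (final). Unwinding followed kinetically by red fluorescence (ex 525/em 598 nm).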
# EPAC2 antagonist: antagonists of human EPAC2; Q8WZA2; EPAC2 GEF exchange of Rap1B-BODIPY-GDP, fluorescence; Potency, µM (doses to about 114 µM), inactives show top-dose activity, negative = inhibition, usual class: inhibitors; 360,000 tested, 0.18% active; AID 720708; further: potency means the concentration at half of the fitted maximal effect; on the % scale 0 is the no-effect control and ±100 the full control effect; nearly all actives have a fitted effect of over 45% in size; many of its hits are not listed in these tables
# Target sequence (Q8WZA2 whole entry, looked up): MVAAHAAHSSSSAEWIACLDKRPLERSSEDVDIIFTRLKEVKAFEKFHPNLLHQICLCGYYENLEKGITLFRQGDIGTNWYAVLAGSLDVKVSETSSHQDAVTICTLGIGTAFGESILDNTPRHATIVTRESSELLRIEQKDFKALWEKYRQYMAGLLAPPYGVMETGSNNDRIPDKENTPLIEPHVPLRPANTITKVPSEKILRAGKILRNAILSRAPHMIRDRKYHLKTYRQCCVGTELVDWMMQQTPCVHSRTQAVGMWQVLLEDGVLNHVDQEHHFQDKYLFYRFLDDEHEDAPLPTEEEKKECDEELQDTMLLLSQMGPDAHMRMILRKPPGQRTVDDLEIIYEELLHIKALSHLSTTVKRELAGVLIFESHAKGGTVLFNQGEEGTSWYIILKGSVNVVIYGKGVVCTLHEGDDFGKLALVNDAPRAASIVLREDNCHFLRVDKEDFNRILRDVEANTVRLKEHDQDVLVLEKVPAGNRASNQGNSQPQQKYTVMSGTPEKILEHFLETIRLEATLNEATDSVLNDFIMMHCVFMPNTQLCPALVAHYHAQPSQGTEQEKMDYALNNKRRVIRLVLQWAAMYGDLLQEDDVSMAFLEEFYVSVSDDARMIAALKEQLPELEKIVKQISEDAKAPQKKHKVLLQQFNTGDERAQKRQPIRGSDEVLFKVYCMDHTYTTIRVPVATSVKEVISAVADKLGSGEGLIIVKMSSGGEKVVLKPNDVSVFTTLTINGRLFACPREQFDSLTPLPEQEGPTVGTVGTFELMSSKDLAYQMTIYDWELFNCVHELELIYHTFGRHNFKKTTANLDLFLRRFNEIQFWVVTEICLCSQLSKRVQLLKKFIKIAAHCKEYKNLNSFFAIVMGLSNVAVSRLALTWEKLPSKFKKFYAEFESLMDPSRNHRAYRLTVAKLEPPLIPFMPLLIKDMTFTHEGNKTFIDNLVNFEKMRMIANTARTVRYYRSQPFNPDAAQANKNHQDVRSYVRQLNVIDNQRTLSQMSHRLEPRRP
# EPAC1 antagonist: antagonists of human EPAC1 | O95398 | EPAC1 GEF assay, Rap1b-BODIPY-GDP exchange fluorescence | Potency, µM (series often up to 115 µM), for the others: top-dose activity change, negative = inhibition, usual class: inhibitors | 360,000 tested, 0.14% active | AID 720709;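 further: potency means the concentration at half of the fitted maximal effect; plate controls were vehicle for no effect and positive control for full effect; nearly all actives have a fitted effect of over 50% in size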
# PI5P4Ka inh: blocks human PI5P4K alpha kinase activity | max response, % | AID 652105 | PI5P4Kalpha enzyme, ADP-Glo luminescence, 60 min; stronger effect = lower value | P48426 | 330,000 tested, 1.2% active; active means max response of -50% or lower; inconclusive means between -30% and -50%; inactive means -30% or higher; further: value at the top dose of about 77 µM; on the % scale 0 is the no-effect control and ±100 the full control effect
#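 Controls without substrate or without enzyme flank wells where PI5P4Kalpha converts substrate using 5 microM ATP (final). Incubation lasts 60 minutes at room temperature; ADP formed is read by ADP-Glo luminescence.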
# CCT modulator: cytosolic chaperonin activity modulation; activity change, % (concentration not given with the values), hits read low; purified chaperonin ATPase assay, HTRF ADP detection, 30 min; 360,000 tested, 0.3% active; in the data active means activity change below about -30%; further: on the % scale 0 is the no-effect control and ±100 the full control effect
#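 TRiC (40 or 20 nM final, by batch activity) in 30 mM Tris pH 7.4, 100 mM KCl, 5 mM MgCl2, 1 mM DTT was treated with compound at 76 uM single dose, then 10 uM ATP, 30 min at 37 °C. ADP was read by HTRF Transcreener.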
# PLK1 PBD inh: inhibitors of human PLK1 polo-box domain binding | Potency, µM, for the others: max response, negative = inhibition, hits mostly inhibitors | Plk1 PBD binding of FITC phosphopeptide, fluorescence polarization | AID 720504 | P53350 | 360,000 tested, 2.8% active; further: potency means the concentration at half of the fitted maximal effect; series mostly up to about 57 µM; on the % scale 0 is the no-effect control and ±100 the full control effect; nearly all actives have a fitted effect of over 65% in size
# EPAC1 agonist: EPAC1 (human) agonism | 360,000 tested, 0.073% active | EPAC1 agonist qHTS, biochemical assay; response scale: 100% = response to 6.5 mM cAMP | O95398 | AID 720707 | Potency, µM (top dose mostly 154 µM), without a hit: at the highest dose activation, hits mostly activators; further: potency means the concentration at half of the fitted maximal effect; nearly all actives have a fitted effect of over 60% in size
#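 Fluorescent GDP-exchange assay: 100 nM EPAC1 with 250 nM Rap1B preloaded with BODIPY-GDP and 50 uM GDP; compounds tested as concentration series, 5 min at room temperature, then read every 5 min for 30 min (ex 480/em 540 nm); normalized to 6.5 mM cAMP.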
# Active calls of the source: *; ? = inconclusive; · = no result given; [ ] = dose if it differs, or a comment. Unless noted, the call rests on the fitted dose curve; in most records, active means well fitted curve in the direction sought with a large enough effect; inconclusive means small, poorly fitted or top-dose-only effect, or another doubt; inactive means no such curve, though single readings can be large; an effect the other way counts as inactive or inconclusive. Not all compounds are listed; count on the stated rates, not on these rows.
SMILES,WRN helicase inh,MmCpn inh,PLK1 PBD inh,PI5P4Ka inh,EPAC1 antagonist,EPAC1 agonist,EPAC2 antagonist,CCT modulator
Cc1csc(NC(=O)CSc2nc(C(C)C)nc3c2c(=O)n(C)c(=O)n3C)n1,-2%,1%,-3%,-9,-8%,-5%,-11%,-1.4
Cc1ccc(NC(=O)COC(=O)c2cccnc2Cl)cc1S(=O)(=O)N1CCOCC1,-5%,-1%,-12%,2,-17%,-1%,-1%,-5.2
Cc1cccc(NC(=O)CSc2nc(COc3ccccc3)nc3ccccc23)c1C,-9%,-19%,-6%,·,4%,4%,3%,-0.3
ClC(Cl)(Cl)c1nc2ccccc2n2nncc12,7%,-1%,-13%,-1,?,?,?,0.7
COc1ccc([C@H]2CC(=O)C=C(c3ccc(C)cc3)C2)cc1,-5%,2%,-19%,-1,-18%,2%,?,-0.4
Cc1nn(C)c(Oc2ccccc2)c1[N+](=O)[O-],12%,-1%,-1%,0,0%,-6%,-4%,-1.4
Cc1ccc(C)n1-c1ccc(-c2ccn[nH]2)cc1,-11%,-2%,-4%,0,?,5%,-12%,0.2
CCCNc1nc2ccccc2n2c(C)nnc12,-8%,-2%,-3%,-8,1%,3%,9%,0.7
CCOC(=O)C1CCCN(CCC(=O)Nc2cc(OC)ccc2OC)C1 (stereo not drawn),9%,-1%,-6%,3,-4%,-8%,11%,-2.9
CCCCN(C)CCNC(=O)c1cc(-c2cccnc2)nc2ccc(S(=O)(=O)N3CCC(C)CC3)cc12,4%,3%,27µM*,-8,-23%,-34%[inhibitor],30%,0.8
CC(=O)c1ccccc1Oc1ncnc(N)c1[N+](=O)[O-],3%,-2%,-3%,4,-3%,9%,4%,-5.7
COc1ccc(C2N(c3cccc(Cl)c3)C(=O)C3CCCN32)cc1 (stereo not drawn),3%,1%,-23%,1,-14%,8%,-16%,-0.6
CC(C)c1ccc(-c2csc(NC(=O)c3cccs3)c2C(=O)O)cc1,-17%,-1%,34µM*,?,7%,-15%,-16%,0.2
CCN(CC)S(=O)(=O)c1ccc(N2CC(C(=O)NCCc3c[nH]c4ccccc34)CC2=O)cc1 (stereo not drawn),-7%,1%,1%,2,0%,-11%,-8%,-0.5
CCc1ccc(-c2nc(CS(=O)CC(=O)NCCCN3CCOCC3)c(C)o2)cc1 (stereo not drawn),-4%,-1%,?,-7,-5%,13%,-2%,2.5
CC(C)(C)OC(=O)N[C@@H](Cc1ccccc1)C(=O)N[C@@H](CO)[C@H](O)[C@@H]1C[C@@H]1C(=O)NC1CC1,14%,0%,-7%,-1,4%,-10%,1%,-0.8
CS(=O)(=O)NCCNc1ccc(Cl)cc1[N+](=O)[O-],-3%,1%,0%,-1,-1%,1%,2%,-2.6
Cc1ccc(CNC(=O)CCS(=O)(=O)c2ccc3c(c2)CC(C)N3C(=O)C2CC2)o1 (stereo not drawn),-5%,3%,-11%,1,-8%,9%,6%,-5.2
O=C(Nc1cccc(S(=O)(=O)NC2=NCCC2)c1)c1cnc(Cl)c(Cl)c1,4%,-2%,4%,0,10%,-7%,4%,-1.0
O=C(O)C1CC(O)CN1c1nc(Cl)ccc1[N+](=O)[O-] (stereo not drawn),-1%,-3%,-13%,-1,-9%,1%,1%,1.1
Cc1csc(NC(=O)CN2C(=O)c3ccccc3C2=O)c1C(N)=O,-10%,-13%,-13%,-18,-2%,-5%,2%,-1.7
CS(=O)(=O)N(CCc1ccccc1)CC(=O)NCc1ccccc1,5%,-1%,-4%,0,-8%,0%,6%,-1.0
Cc1cccc(-c2oc3ccccc3c2-c2ccc3c(c2)OCO3)c1,-4%,-5%,-5%,6,0%,-20%,-13%,-1.2
CNc1nc(NCc2ccccc2)nc(N)c1[N+](=O)[O-],1%,-1%,5%,-24,-1%,-18%,-12%,-5.6
CC(C)(C)c1nnc(NC(=O)CCC2CCCCC2)s1,6%,·,-7%,0,7%,6%,-19%,2.4
CC(=O)Nc1cccc(NC(=O)c2ccco2)c1,9%,0%,-3%,1,1%,-6%,6%,1.6
O=C(CSc1nnnn1-c1ccc(Cl)c(C(=O)O)c1)NC(c1ccccc1)c1ccccc1,-13%,3%,-8%,-8,-7%,-2%,-9%,-0.3
CC1(C)Cc2c(c(N3CCOCC3)nc3sc(C(=O)Nc4ccc(Cl)cc4)c(N)c23)CO1,11%,-4%,-18%,-10,13%,12%,6%,-1.5
COc1ccc(-c2ccc3oc(-c4ccc(OC)cc4)c(-c4cc(OC)c(OC)c(OC)c4)c3c2)cc1,10%,·,-3%,2,6%,3%,7%,-1.2
COc1cc2ccccc2cc1-c1nnc(COc2ccccc2)o1,0%,2%,5%,-3,0%,9%,5%,-0.7
CC(C)=CCn1c2ccc(NC(=O)NCc3ccc(F)cc3)cc2c(=O)n1C,0%,·,-8%,-1,10%,-10%,9%,-1.1
Cc1[nH]c2ccc(-c3n[nH]c(=S)n3C)cc2c1C,-1%,1%,-13%,·,-7%,6%,1%,-1.2
NC(=O)c1ccc(NC(=O)CNc2cc(S(=O)(=O)N3CCOCC3)ccc2N2CCCC2)cc1,-10%,·,-5%,-1,0%,15%,-18%,-7.6
CCOC(=O)c1oc2c(CN3CCN(C)CC3)c(O)ccc2c(=O)c1-c1ccccc1OC,0%,-1%,-6%,-1,-21%,-13%,-4%,-0.6
CCCCc1ccc(CC(=O)Nc2cc(S(=O)(=O)N3CCOCC3)ccc2O)cc1,5%,-3%,15µM*,-22,-10%,-13%,-17%,-0.6
Cc1c(OC(C)C(=O)O)ccc2c(-c3ccccc3)cc(=O)oc12 (stereo not drawn),-3%,0%,-9%,-1,-3%,9%,3%,-0.6

# Nothing new here: an excerpt of the list.
SMILES,WRN helicase inh,MmCpn inh,PLK1 PBD inh,PI5P4Ka inh,EPAC1 antagonist,EPAC1 agonist,EPAC2 antagonist,CCT modulator
O=C(CSc1nnnn1-c1ccc(Cl)c(C(=O)O)c1)NC(c1ccccc1)c1ccccc1,-13%,3%,-8%,-8,-7%,-2%,-9%,-0.3
CC1(C)Cc2c(c(N3CCOCC3)nc3sc(C(=O)Nc4ccc(Cl)cc4)c(N)c23)CO1,11%,-4%,-18%,-10,13%,12%,6%,-1.5

# (cont.)
SMILES,WRN helicase inh,MmCpn inh,PLK1 PBD inh,PI5P4Ka inh,EPAC1 antagonist,EPAC1 agonist,EPAC2 antagonist,CCT modulator
O=C1CCC(C(=O)Nc2cccc(C(F)(F)F)c2)N1 (stereo not drawn),2%,0%,-2%,·,7%,-4%,-1%,-6.9
Cc1ccc(S(=O)(=O)N2CCOCC2)cc1NC(=O)CNCc1ccccn1,1%,-3%,-14%,1,-1%,6%,0%,-1.7
CCN(CC)C(=O)[C@H]1C[C@H](CC(=O)NCC23CC4CC(CC(C4)C2)C3)C(=O)N2CCc3c([nH]c4cc(-c5ccco5)ccc34)[C@]12C,-2%,0%,-17%,-12,-13%,-4%,-7%,0.4
Cc1ccc(C)c(CN2C(=O)c3ccccc3S(=O)c3ccc(C(=O)N4CCN(c5ccccn5)CC4)cc32)c1 (stereo not drawn),-4%,-2%,-10%,2,12%,8%,-13%,-0.3
COC(=O)C(CCSC)NC(=O)c1cc2c(n(-c3ccc(C)cc3)c1=O)CCCC2=O (stereo not drawn),11%,2%,-20%,-3,-16%,-8%,0%,-1.4
Cc1ncoc1C(=O)Nc1nccs1,2%,-3%,-3%,·,6%,-1%,3%,-0.5
O=C(c1ccc2nc(N3CCCCC3)sc2c1)N1CCN(Cc2ccc3c(c2)OCO3)CC1,-4%,-4%,-2%,0,2%,11%,-2%,-29
Cc1ccc(-c2nnc3ccc(SCC(=O)Nc4cc(C)on4)nn23)cc1,-10%,-1%,-3%,·,11%,-2%,12%,-2.6
Cc1ccc(CCNC(=O)Cn2ncc3c([nH]c4ccccc43)c2=O)cc1,-8%,-3%,-4%,1,-5%,18%,5%,-1.1
CCc1nc2ccc(C(=O)Nc3cccc(OC)c3)cn2c1N(C)Cc1ccc(OC)cc1,-14%,·,5%,12,-15%,6%,11%,1.0
Cc1ccc(NC(=O)COC(=O)CCC2CCCC2)cc1S(=O)(=O)N1CCOCC1,-11%,2%,1%,0,-10%,16%,-20%,-0.6
CC[C@]12c3[nH]c4cc(-c5ccco5)ccc4c3CCN1C(=O)[C@@H](CC(=O)NCc1cccc(C(F)(F)F)c1)C[C@@H]2C(=O)N1CCN(C(=O)c2ccco2)CC1,2%,-4%,-1%,3,-13%,-12%,-3%,0.0

# By substructure: the compounds so far with a nitro group on carbon.
SMILES,WRN helicase inh,MmCpn inh,PLK1 PBD inh,PI5P4Ka inh,EPAC1 antagonist,EPAC1 agonist,EPAC2 antagonist,CCT modulator
Cc1nn(C)c(Oc2ccccc2)c1[N+](=O)[O-],12%,-1%,-1%,0,0%,-6%,-4%,-1.4
CC(=O)c1ccccc1Oc1ncnc(N)c1[N+](=O)[O-],3%,-2%,-3%,4,-3%,9%,4%,-5.7
CS(=O)(=O)NCCNc1ccc(Cl)cc1[N+](=O)[O-],-3%,1%,0%,-1,-1%,1%,2%,-2.6
O=C(O)C1CC(O)CN1c1nc(Cl)ccc1[N+](=O)[O-] (stereo not drawn),-1%,-3%,-13%,-1,-9%,1%,1%,1.1
CNc1nc(NCc2ccccc2)nc(N)c1[N+](=O)[O-],1%,-1%,5%,-24,-1%,-18%,-12%,-5.6

# Further structures follow.
SMILES,WRN helicase inh,MmCpn inh,PLK1 PBD inh,PI5P4Ka inh,EPAC1 antagonist,EPAC1 agonist,EPAC2 antagonist,CCT modulator
COc1cc(Cl)c(CNC[C@H]2O[C@@H](n3cnc4c(N)ncnc43)[C@H](O)[C@@H]2O)c(Cl)c1O,-4%,-4%,-5%,-14,-11%,8%,-17%,0.4
COc1ccc(OCC(=O)NNC(=O)CCc2ccccc2)cc1,3%,0%,-20%,2,4%,15%,3%,-1.0
COc1ccc(CCNC(=O)C(=O)NCC2CCCN2S(=O)(=O)c2ccccc2)cc1 (stereo not drawn),4%,1%,-7%,0,-10%,2%,3%,-2.7
O=C(COC(=O)c1c(F)cccc1F)NCCNC(=O)COC(=O)c1c(F)cccc1F,-1%,1%,-8%,-3,-7%,-2%,0%,-4.9
